Rpn11 inh – blocks the human proteasome subunit Rpn11; human 26S proteasome, Ub4-pepOG fluorescence polarization; 20S core pre-blocked with epoxomicin; calls only at 20 µM; 0.59% of 360,000 active;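 active = inhibition at 20 µM, scaled to each plate's controls, above about 33%, limit read from the data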
MT1-MMP act inh – blocks activation of human MT1-MMP | 0.061% of 360,000 active | GFP/RFP ratio change, % at 20 µM | P50281 | HT1080 RFP-PRO-GFP cells, GFP/RFP ratio fluorescence, overnight; percent of plate control window, DMSO zero;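 active = GFP/RFP ratio change of at least 30% with cell ATP level not reduced by more than half and red fluorescence within 50% of control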; also: strong numbers were not always called active
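Assay system: HT1080 RFP-PRO-GFP cells. Benchmarks: DMSO vehicle wells and RFP-L50D-GFP reporter cell wells. Times: overnight cell settling, then overnight compound exposure, 37 °C, 5% CO2. Compound: 20 µM single dose, 1% DMSO. Read-out basis: GFP/RFP fluorescence ratio.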
Neddylation inh – cullin neddylation inhibition | TR-FRET cullin neddylation, biochemical | P61081+Q13564 | calls only at 25 µM | 0.58% of 360,000 active; in the data active = inhibition above about 36%
NadD block – inhibitors of Staphylococcus aureus NadD | purified NadD enzyme, colorimetric absorbance read-out | 0.78% of 360,000 active | inhibition, % at 20 µM; in the data active = inhibition above about 26%; also: some compounds past the cut are filed as inactive
CSN inh – blocks human CSN-mediated cullin deneddylation. AID 651999. 0.38% of 360,000 active. inhibition, % at 12.5 µM. Q92905. Purified CSN, SCF-Nedd8-OG deneddylation, fluorescence polarization;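 active = pattern-corrected inhibition above about 35%, with an unprinted fluorescence ratio check between 0.5 and 1.5, limit read from the data, passing the limit was not always enough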;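 also: 0% = enzyme with substrate and 100% = substrate without enzyme; some results filed as inactive read as strong as hits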
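Assay system: Purified human Csn5 enzyme expressed in HEK293T cells | Amount: Enzyme 0.24 nM | Measured by: Fluorescence polarization readout | Medium: Tris/NaCl/DTT buffer, pH 7.5 | Compound dosing: One concentration, 12.5 µM, 0.25% DMSO | Times: 90 min incubation of compound, enzyme and substrate at room temperature | Control set: no-enzyme wells high, enzyme-with-substrate wells low | Read-out: % inhibition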
PABP1 MLLE inh – blocks PAM2 peptide binding to the PABP1 MLLE domain | P11940 | GST-MLLE / FITC-PAM2 fluorescence polarization | inhibition, % at 20 µM | 0.36% of 360,000 active | AID 588489; in the data active = inhibition above about 35%, passing the limit was not always enough;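 also: plate controls were DMSO wells with GST-MLLE for no effect and wells lacking GST-MLLE protein for full effect; some results filed as inactive read as strong as hits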
SKN-1 block – blocks SKN-1 activity in C. elegans; C. elegans VP596 Pgst-4::GFP/RFP ratio, acrylamide-induced, 24 h; inhibition, % at 21.8 µM; 0.49% of 360,000 active;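 active = interference check ratio from 0.5 to 1.5 plus GFP to RFP signal ratio inhibition reaching or exceeding a fixed threshold, cut at about 30% in these data, passing the limit was not always enough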; also: some compounds called inactive have numbers as strong as hits
Rin1-Abl PPI inh – inhibitors of human Rin1-Abl protein interaction | P00519+Q13671 | TR-FRET Rin1/Abl binding, biochemical | inhibition, % at 7.35 µM | 0.4% of 360,000 active | AID 588664; in the data active = inhibition above about 5%, passing the limit was not always enough
Target sequence (P00519 whole entry, looked up): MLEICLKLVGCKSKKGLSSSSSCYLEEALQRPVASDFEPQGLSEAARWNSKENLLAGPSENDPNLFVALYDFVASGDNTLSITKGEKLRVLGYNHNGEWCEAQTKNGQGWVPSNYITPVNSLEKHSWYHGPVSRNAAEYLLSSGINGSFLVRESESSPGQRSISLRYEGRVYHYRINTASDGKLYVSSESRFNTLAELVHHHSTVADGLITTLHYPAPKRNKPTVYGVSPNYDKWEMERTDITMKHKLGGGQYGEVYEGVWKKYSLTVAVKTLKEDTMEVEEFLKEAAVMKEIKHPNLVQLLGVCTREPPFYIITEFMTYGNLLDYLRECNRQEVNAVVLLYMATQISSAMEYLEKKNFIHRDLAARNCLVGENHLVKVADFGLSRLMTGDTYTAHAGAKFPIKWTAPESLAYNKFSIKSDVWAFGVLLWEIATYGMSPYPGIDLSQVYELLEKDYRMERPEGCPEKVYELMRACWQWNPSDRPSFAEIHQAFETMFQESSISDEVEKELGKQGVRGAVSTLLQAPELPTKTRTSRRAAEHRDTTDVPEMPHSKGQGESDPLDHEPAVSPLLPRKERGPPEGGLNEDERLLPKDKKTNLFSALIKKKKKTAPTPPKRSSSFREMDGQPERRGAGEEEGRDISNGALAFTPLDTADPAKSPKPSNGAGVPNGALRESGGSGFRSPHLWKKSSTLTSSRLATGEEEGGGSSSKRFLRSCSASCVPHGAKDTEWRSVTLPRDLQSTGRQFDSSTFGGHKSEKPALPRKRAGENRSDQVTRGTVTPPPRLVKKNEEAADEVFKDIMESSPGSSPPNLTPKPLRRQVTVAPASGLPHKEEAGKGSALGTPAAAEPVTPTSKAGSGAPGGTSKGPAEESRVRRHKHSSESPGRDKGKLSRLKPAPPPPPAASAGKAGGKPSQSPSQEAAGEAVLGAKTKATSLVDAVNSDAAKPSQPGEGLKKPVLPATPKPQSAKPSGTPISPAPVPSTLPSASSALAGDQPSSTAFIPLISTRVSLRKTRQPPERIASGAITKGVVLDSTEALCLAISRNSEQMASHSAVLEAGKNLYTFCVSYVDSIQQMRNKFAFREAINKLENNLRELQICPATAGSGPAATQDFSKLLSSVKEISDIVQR
Target sequence (Q13671 whole entry, looked up): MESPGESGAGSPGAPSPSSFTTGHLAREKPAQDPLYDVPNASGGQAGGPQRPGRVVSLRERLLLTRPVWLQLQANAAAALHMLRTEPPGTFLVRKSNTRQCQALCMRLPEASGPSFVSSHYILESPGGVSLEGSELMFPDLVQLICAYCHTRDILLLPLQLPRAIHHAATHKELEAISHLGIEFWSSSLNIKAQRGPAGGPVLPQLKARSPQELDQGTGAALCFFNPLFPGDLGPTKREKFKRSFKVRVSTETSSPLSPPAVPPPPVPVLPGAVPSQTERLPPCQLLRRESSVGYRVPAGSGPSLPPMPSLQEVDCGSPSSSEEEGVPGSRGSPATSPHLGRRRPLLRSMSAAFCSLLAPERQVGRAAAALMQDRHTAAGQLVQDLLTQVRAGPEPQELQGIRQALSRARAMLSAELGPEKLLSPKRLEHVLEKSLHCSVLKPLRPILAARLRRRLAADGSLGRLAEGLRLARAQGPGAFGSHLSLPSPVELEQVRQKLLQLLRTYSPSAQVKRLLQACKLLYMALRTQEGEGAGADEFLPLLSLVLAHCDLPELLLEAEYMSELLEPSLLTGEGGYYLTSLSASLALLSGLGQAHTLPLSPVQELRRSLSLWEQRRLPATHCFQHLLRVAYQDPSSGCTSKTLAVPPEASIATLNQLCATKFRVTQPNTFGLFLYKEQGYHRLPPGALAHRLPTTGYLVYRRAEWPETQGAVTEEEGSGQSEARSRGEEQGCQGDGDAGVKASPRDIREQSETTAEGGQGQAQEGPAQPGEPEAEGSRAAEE
FAS-TE inh – inhibitors of human fatty acid synthase thioesterase domain; P49327; recombinant FAS-TE, OMFH fluorogenic substrate, fluorescence endpoint; inhibition, % at 15 µM; 0.67% of 360,000 active; AID 602261;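 active = compounds whose normalised, plate-corrected inhibition of enzyme fluorescence in the single-dose primary screen is 50% or more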;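 also: 0% = DMSO with enzyme and 100% = substrate without enzyme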
The depositor's hits bear a star; i = inactive; x = not tested or not shown; + = active, no number.

SMILES	Rpn11 inh	MT1-MMP act inh	Neddylation inh	NadD block	CSN inh	PABP1 MLLE inh	SKN-1 block	Rin1-Abl PPI inh	FAS-TE inh
CC1CC(C)CN(CCCNC(=O)c2ccc3c(SCC(=O)O)c4c(nc3c2)CCC4)C1 (configuration not stated)	i	10	i	-2	10	5	-9	1	-7
Cc1[nH]c2ccccc2c1C(=O)COC(=O)C1CC(=O)N(Cc2ccco2)C1 (configuration not stated)	i	-3	i	3	5	2	-10	-2	-1
O=C(NC(=S)Nn1cnc2c(cnn2-c2ccccc2)c1=O)c1ccc(Cl)cc1	i	2	i	7	2	0	7	0	-2
CCCC(NC(=O)CCc1c(C)c2cc3c(C)c(C)oc3cc2oc1=O)C(=O)NC(Cc1ccc(Cl)cc1)C(=O)O (configuration not stated)	i	4	x	-7	37*	-6	0	2	33
CC1(C)C(=O)OC(c2cccs2)C(C)(C)C1=O (configuration not stated)	i	14	i	3	-3	12	9	-3	-6
COc1cccc(CNC(=O)C2CCN(S(=O)(=O)N3CCCCC3)CC2)c1	i	2	i	-13	1	-2	19	1	-4
CC(C)(C)NC(=O)NC(=O)CN1CCN(c2ccc(O)cc2)CC1	i	-9	i	-4	0	-3	-7	-1	-2
Cc1ccc(N(C(=O)CS(=O)CC(=O)Nc2ccc(F)cc2)C(C(=O)NC2CCCCC2)c2ccco2)cc1 (configuration not stated)	i	3	i	3	-3	4	4	-2	-14
O=C(C1CC1)N1CCC(c2nc(-c3ccc(S(=O)(=O)N4CCCC4)cc3)no2)CC1	i	-1	i	-5	-4	3	12	1	13
COCCOCC(O)CN1CCN(c2ccccc2)CC1 (configuration not stated)	i	2	i	2	-4	10	25	2	2
OCCC1CN(Cc2ccc3c(c2)CCO3)CCN1C1CCCC1 (configuration not stated)	i	0	i	-5	-1	-1	-4	0	-4
COc1ccc(-c2nc3ncccn3c2Br)cc1	i	2	x	-2	1	-4	10	-1	2
CC(NC(=O)C1CCCN(S(=O)(=O)c2cnc[nH]2)C1)c1ccccc1 (configuration not stated)	i	-5	i	-8	-4	-5	-4	4	-4
Cc1ccc(C(=O)OCC(=O)c2cc(C)n(CC3CCCO3)c2C)cc1 (configuration not stated)	i	0	i	-8	1	-11	3	-2	12
O=C(NCCc1ccccc1Cl)C1CCN(S(=O)(=O)c2cccs2)CC1	i	2	i	-2	2	-4	13	2	10
CCOC(=O)c1ccc(Oc2nc(NC)nc(OC)n2)cc1	i	4	i	-5	1	-9	8	2	-6
Cc1cc2c(c(=O)n1Cc1cccnc1)C(c1ccc(F)cc1)C(C#N)=C(N)O2 (configuration not stated)	i	-5	i	8	-1	-16	24	-1	44
Cc1ccc2[nH]c(=O)c(CN(CC3CCCO3)C(=S)NCc3ccco3)cc2c1 (configuration not stated)	i	5	i	-4	-2	-113	12	-1	-1
C[C@@H]1CN([C@H](C)CO)C(=O)CCCn2nncc2CO[C@@H]1CN(C)C(=O)c1ccccc1	i	0	i	4	2	10	-10	-4	-10
CC(=O)c1sc(NC(=O)c2cnc(Cl)c(Cl)c2)nc1C	i	-2	i	3	1	-39	18	-2	-3
Cc1ccc2oc(C(=O)N3CCN(Cc4ncccc4C)CC3)c(C)c2c1	i	1	i	-5	3	1	-7	-2	1
O=C(OCn1nnc2ccccc2c1=O)c1ccc(N2CCOCC2)c([N+](=O)[O-])c1	i	4	i	-9	-8	-6	6	-3	18
CC(C)c1ccc(/C=C/C(=O)N2CCc3ccccc3C2)cc1	i	0	i	3	-2	11	7	-1	5
CCOC(=O)C1CCCN(C(=O)COc2ccccc2F)C1 (configuration not stated)	i	-1	i	4	4	4	3	-4	-9
COc1ccc(C(=O)N/C(=C\c2ccc3c(c2)OCO3)C(=O)Nc2ccc(C(=O)O)cc2)cc1	i	-1	i	-2	4	-3	-9	5	-6
Cc1ccc(S(=O)(=O)N(C)C)cc1NC(=O)COC(=O)CCC1CCCCC1	i	2	i	-6	-4	-4	1	2	14
Cc1c(C(=O)N2CCC(C)CC2)cccc1[N+](=O)[O-]	i	2	i	-1	5	14	18	-1	-4
CCNc1nc(NCC)n2c(SCC(=O)O)nnc2n1	i	-1	i	4	1	7	2	0	-4
O=c1cc(CN2CC(O)Cc3ccc4ccccc4c32)nc2sccn12 (configuration not stated)	i	-7	i	3	7	14	3	-4	3
Cc1cc(S(=O)(=O)N2CC(=O)N(CCc3ccccc3)C(=O)C2)ccc1F	i	1	i	-2	-1	11	1	3	-2
Cc1cc2nc(-c3ccc[nH]c3=O)n(Cc3ccc(F)cc3)c2cc1C	i	0	x	1	-1	-18	0	-1	-1
Cc1ccc(S(=O)(=O)N2CCOCC2)cc1NC(=O)COC(=O)C1=COCCO1	i	-3	i	-5	-5	6	5	4	-4
Cc1csc(=O)n1CC(=O)OCC(=O)Nc1cc([N+](=O)[O-])ccc1Cl	i	6	i	-4	-1	103	-5	2	2
COc1ccc(OCCOc2ccccc2[N+](=O)[O-])cc1	i	5	i	-8	-2	5	5	-3	10
CCOC(=O)c1nn(-c2ccccc2)cc1O	i	3	i	-6	1	-8	10	-2	-2
CCC/C(=C1/c2ccccc2C(=O)N1c1ccccc1)c1ccc2[nH]ccc2c1	i	-1	+	12	3	-12	2	4	43
O=C(Cn1cnc([N+](=O)[O-])n1)N/N=C/c1cccc2ccccc12	i	4	i	4	3	-13	2	3	23
S=C1NC2(CCCCC2)N=C1c1ccccc1	i	5	i	-2	-1	3	2	-1	-11
CCc1nnc(NC(=O)CSc2nc3[nH]c(=O)cc(O)c3s2)s1	i	-4	i	5	-3	13	1	-2	-6
CCCCOc1ccc(-c2[nH]ncc2C=O)cc1	i	-4	i	-2	-4	-12	7	2	-11
Cc1ccc(/C=C2\SC(=S)N(CCC(=O)Nc3ccc(O)cc3)C2=O)cc1	i	2	i	7	0	5	10	0	4
Cc1nnsc1C(=O)NNc1ccc(C(C)C)cc1	i	1	i	0	4	-12	-11	1	-7
Cc1c(C(=O)NCc2ccc3c(c2)OCO3)sc(=O)n1Cc1cccc(F)c1	i	6	i	-4	-5	-11	4	4	8
COc1ccc(S(=O)(=O)Nc2c(C(=O)O)[nH]c3ccccc23)cc1	i	0	i	-2	-5	4	6	-1	-6
C/C(=N/NS(=O)(=O)c1ccc(C)cc1)c1c[nH]c2ccccc12	i	2	i	-1	-3	-2	-11	1	0

Seven records drawn at random from the list so far:
SMILES	Rpn11 inh	MT1-MMP act inh	Neddylation inh	NadD block	CSN inh	PABP1 MLLE inh	SKN-1 block	Rin1-Abl PPI inh	FAS-TE inh
C/C(=N/NS(=O)(=O)c1ccc(C)cc1)c1c[nH]c2ccccc12	i	2	i	-1	-3	-2	-11	1	0
O=C(NCCc1ccccc1Cl)C1CCN(S(=O)(=O)c2cccs2)CC1	i	2	i	-2	2	-4	13	2	10
O=C(C1CC1)N1CCC(c2nc(-c3ccc(S(=O)(=O)N4CCCC4)cc3)no2)CC1	i	-1	i	-5	-4	3	12	1	13
Cc1ccc(/C=C2\SC(=S)N(CCC(=O)Nc3ccc(O)cc3)C2=O)cc1	i	2	i	7	0	5	10	0	4
CCCC(NC(=O)CCc1c(C)c2cc3c(C)c(C)oc3cc2oc1=O)C(=O)NC(Cc1ccc(Cl)cc1)C(=O)O (configuration not stated)	i	4	x	-7	37*	-6	0	2	33
CCNc1nc(NCC)n2c(SCC(=O)O)nnc2n1	i	-1	i	4	1	7	2	0	-4
S=C1NC2(CCCCC2)N=C1c1ccccc1	i	5	i	-2	-1	3	2	-1	-11

(list continues)
SMILES	Rpn11 inh	MT1-MMP act inh	Neddylation inh	NadD block	CSN inh	PABP1 MLLE inh	SKN-1 block	Rin1-Abl PPI inh	FAS-TE inh
CCN(CC)Cc1c(C(=O)N/N=C/c2ccc(C)o2)nnn1-c1nonc1N	i	3	i	3	-4	-8	5	0	-6
CCC(C)C(NC(=O)c1ccccc1NC(=O)c1ccccc1)C(=O)O (configuration not stated)	i	1	i	1	1	-5	14	1	-4
CCCn1c(=O)c2sccc2n2c(CCCC(=O)NCC3CCCO3)nnc12 (configuration not stated)	i	4	i	-4	2	-10	2	3	-8
Cc1ccc(N(CC(=O)Nc2ccccc2C(=O)NCc2ccco2)S(=O)(=O)c2ccccc2)cc1C	i	-4	x	-2	4	0	-8	3	28
COC(=O)c1c(C)[nH]c(C(=O)CSc2ccc(Cl)cc2)c1C	i	1	i	-9	1	8	-10	1	2
Cn1cc(Cl)c(C(=O)Nc2cccc(Cl)c2Cl)n1	i	4	i	1	5	-9	6	3	0
CCC(CC)C(=O)NCc1ccc(OC)cc1	i	3	i	-3	-10	-7	2	2	-1
O=C(CN1C(=O)c2ccccc2S1(=O)=O)NCc1ccccn1	i	-3	i	-5	-6	11	-8	1	-6
Cn1c(=O)c2c(=O)cc(NNC(=O)CC#N)[nH]c2n(C)c1=O	i	1	i	-2	0	-6	-1	5	8
Cc1cc(C)nc(NC(=O)c2cc3ccccc3o2)n1	i	3	i	2	4	-12	5	-6	-4
COc1cccc(Cn2cnc(-c3ccccc3OC)c2-c2cc(C)cc(C)c2)c1	x	2	i	9	-3	x	9	x	14
O=C(CN(Cc1ccccc1)C(=O)CCC(=O)Nc1nccs1)NCc1ccccc1	i	0	i	-5	4	4	8	2	0
CCC(=O)N=c1sc2cc([N+](=O)[O-])ccc2n1CCOC	i	0	i	3	4	3	-2	-3	-6
COc1ccc(-c2csc(NC(CO)c3nc4ccccc4n3CCCO)n2)cc1 (configuration not stated)	i	3	i	1	-3	-14	5	-1	-15
COc1ccc(N2CCN(C(=O)CCCn3c(=O)c4cccn4c4cccnc43)CC2)cc1	i	0	i	-2	2	1	18	5	2
CCC(=O)Oc1ccc(C2N(C(=O)CC)CCN2S(=O)(=O)c2ccc(C)cc2)cc1OC (configuration not stated)	i	-3	i	-2	4	-1	-6	-2	-4
CCN(CC)C(=O)COn1c(SCC(=O)N(CC)CC)nc2ccccc2c1=O	i	10	i	3	0	-16	10	-2	-10
Cc1cc(C)nc(N2N=C(C(F)(F)F)CC2=O)n1	i	1	i	-3	2	4	4	2	-4
COc1ccc2c(c1)c(N=O)c(O)n2C	i	3	i	5	5	10	0	-6	-43
Nc1nc(N)c2cc(Sc3ccc4ccccc4c3)ccc2n1	i	-10	i	10	-5	-15	3	-6	35
CC(C)c1nnc(NC(=O)c2cccc(-n3cnnn3)c2)s1	i	2	i	2	-2	-10	-9	1	1
O=C(Nc1ccccc1C(=O)N1CCOCC1)c1ccc(Br)cc1	i	2	i	2	5	1	6	4	-5
Cc1noc(NS(=O)(=O)c2ccc(NC(=O)CSc3nc4c(cc3C#N)CCCC4)cc2)c1C	i	-2	i	7	-1	8	8	3	-2
CCc1ccc(NC(=O)COC(=O)CCc2nc3cc(S(=O)(=O)N(CC)CC)ccc3n2C)cc1	i	-1	i	2	-1	-15	-2	1	14
CCn1ccc2c(OCC(=O)NCCc3ccc(OC)c(OC)c3)cccc2c1=O	i	2	i	-3	2	-7	9	2	-6
Cc1cccc(C(O)(C(=O)NNc2ccc3ccccc3n2)c2cccc(C)c2)c1	i	-3	i	8	-10	0	2	1	5
O=C(NCCc1c[nH]c2ccccc12)C(=O)NCC1OCCCN1S(=O)(=O)c1cc(F)ccc1F (configuration not stated)	i	-2	i	-5	-2	-4	13	2	9
NC(=O)c1ccc(NCCCN2CCOCC2)c([N+](=O)[O-])c1	i	5	i	4	6	7	-1	-6	-4
Cn1c(SCc2c(F)cccc2Cl)nnc1-c1cccs1	i	4	i	-2	-2	17	-11	4	-6

Source: PubChem BioAssay
